Compound activity: PubChem, Broad Institute
CASP6 VEID inh = blocks human caspase-6 cleavage activity. 350,000 compounds, 0.53% hits. AID 686996. inhibition, % at 12.5 µM. purified caspase-6, Z-VEID-R110 cleavage fluorescence;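 active means mean inhibition across replicates at least about 35%, with every replicate also reaching that limit, limit read from the data; inconclusive means only one of the two criteria met; inactive means neither criterion met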;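 further: 0% = median of neutral control wells and 100% = no fluorescence left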
GSIS activator = GLuc luminescence reporter in INS-1E cells, primary screen for activators of glucose-dependent secretion of insulin; INS-1E GLuc reporter insulin secretion, 2-3 h; 370,000 compounds, 0.61% hits; AID 743287; activation, % at 16.6 µM;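 active means lowest replicate activation of at least 40%, so every replicate reaches that level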;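 further: 0% = median of neutral control wells and 100% = median of IBMX positive control wells; some compounds called inactive have numbers as strong as hits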
F508del corr = CFTR F508del correction in bronchial cells; 350,000 compounds, 0.36% hits; AID 720511; CFBE cells, YFP halide quenching; stimulated with forskolin plus potentiator P3; % fluorescence drop versus neutral controls; activity (quench increase), % at 7.58 µM;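 active means mean added fluorescence quench of at least 8% versus neutral control, with both replicates also reaching 8%; inconclusive means only one of the mean or replicate conditions met; inactive means mean below 8% and not both replicates reaching 8%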;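 further: cells transiently co-express mutant CFTR-F508del with the halide-sensitive YFP; corrector assay measuring rescue of mutant channel to the surface after 24 h compound exposure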
DENV2 CPE = DENV2-induced cell death inhibition; 350,000 compounds, 1.7% hits; CPE inhibition, % at 9.99 µM; AID 651640; DENV2-infected cells, cytopathic effect rescue, plate reader; in the data active means CPE inhibition above about 20%, passing the limit was not always enough; inconclusive means no clear call, values can overlap the other calls; tested in BHK-21 cells;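 further: 0% = median of neutral control wells and 100% = median of positive control wells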
RAD52 inh = blocks human RAD52 DNA annealing | P43351 | 360,000 compounds, 0.46% hits | AID 651710 | inhibition, % at 18.7 µM | recombinant RAD52 DNA annealing, FRET fluorescence;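 active means every replicate showing at least 50% inhibition; inconclusive means mean inhibition at least 50% but not in every replicate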
Target sequence (P43351 whole entry, looked up): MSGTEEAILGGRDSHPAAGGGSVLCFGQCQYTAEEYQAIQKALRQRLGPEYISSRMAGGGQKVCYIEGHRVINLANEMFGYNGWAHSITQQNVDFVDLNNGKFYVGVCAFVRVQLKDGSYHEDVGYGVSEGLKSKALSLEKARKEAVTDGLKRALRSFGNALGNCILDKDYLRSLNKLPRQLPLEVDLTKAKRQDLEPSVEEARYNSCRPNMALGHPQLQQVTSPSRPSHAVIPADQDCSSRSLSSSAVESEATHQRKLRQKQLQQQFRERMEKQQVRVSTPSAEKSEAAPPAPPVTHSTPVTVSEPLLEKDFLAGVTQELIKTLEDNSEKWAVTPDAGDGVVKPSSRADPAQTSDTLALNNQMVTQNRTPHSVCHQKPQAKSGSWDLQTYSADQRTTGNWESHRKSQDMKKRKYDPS
RAD54 inh = inhibitors of human RAD54 branch migration. 360,000 compounds, 0.14% hits. RAD54 Holliday junction branch migration, FAM/BHQ fluorescence. AID 602329. Q92698. inhibition, % at 10.4 µM;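 active means mean normalized replicate activity at least 40 and at least half of replicates scoring 40 or more; inconclusive means only one of the two criteria met; inactive means mean below 40 and under half of replicates reaching 40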;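 further: 0% = median of neutral control wells and 100% = median of positive control wells; inhibitors cause a drop in the FAM fluorescence signal; in these data hits start at about 50%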
E-selectin induc = induces E-selectin expression in human endothelial cells; 260,000 compounds, 0.37% hits; HUVEC E-selectin immunofluorescence imaging; normalized: neutral wells 0, TNF-alpha wells 100; P16581; activation, % at 7.58 µM;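 active means mean E-selectin-positive cell signal at least 10% of the positive control, reached in at least 60% of replicates, without over 20% cell loss; inconclusive means no rule given, readout overlaps actives, possibly toxicity-flagged; inactive means the rest, including those meeting only one limit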;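 further: in these data hits start at about 27%; measured in HUVEC primary endothelial cells; signal is the percent of cells scored E-selectin positive by PE staining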
Target sequence (P16581 whole entry, looked up): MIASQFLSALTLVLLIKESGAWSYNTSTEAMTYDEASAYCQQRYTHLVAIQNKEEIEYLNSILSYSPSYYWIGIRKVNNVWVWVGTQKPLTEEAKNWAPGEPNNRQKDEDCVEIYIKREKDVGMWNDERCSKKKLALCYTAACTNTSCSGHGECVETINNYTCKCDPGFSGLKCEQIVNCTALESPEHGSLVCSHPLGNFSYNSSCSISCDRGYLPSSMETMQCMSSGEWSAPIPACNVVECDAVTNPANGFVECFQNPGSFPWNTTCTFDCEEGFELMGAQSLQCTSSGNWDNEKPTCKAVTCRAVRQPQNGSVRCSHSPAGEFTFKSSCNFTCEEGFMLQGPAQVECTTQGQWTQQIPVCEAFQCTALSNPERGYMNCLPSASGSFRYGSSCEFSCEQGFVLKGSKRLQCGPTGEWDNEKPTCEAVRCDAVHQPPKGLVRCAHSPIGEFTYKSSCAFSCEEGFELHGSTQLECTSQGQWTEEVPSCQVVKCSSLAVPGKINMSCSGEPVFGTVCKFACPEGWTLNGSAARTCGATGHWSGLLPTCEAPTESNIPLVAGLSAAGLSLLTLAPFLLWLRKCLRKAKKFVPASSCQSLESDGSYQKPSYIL
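Material: HUVEC primary endothelial cells; Amount: 3,000 cells per well; Dosing: single concentration; Medium: EGM-2 growth medium on 0.1% gelatin-coated wells; Read-out basis: percent E-selectin-positive cells; Signal: immunofluorescence imaging; Control set: TNF-alpha, DMSO.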
Xi reactivation = reactivates the inactive X chromosome in mouse fibroblasts; XiGFP mouse fibroblasts, % GFP-positive cells imaging, 3 d; cells co-treated with 5-aza-dC sensitizer; scaled so ellipticine positive control = 100%; activation, % at 7.58 µM; 360,000 compounds, 0.055% hits;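 active means mean normalized replicate activation at least 10% and every replicate at or above 10%; inconclusive means only one of the two criteria met; inactive means mean below 10% and not all replicates reach 10%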;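 further: 0% = median of on-plate neutral control wells and 100% = ellipticine 6 µM median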
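material = 68-5-11 XiGFP fibroblast line | medium = DMEM plus 5-aza-dC sensitizer | schedule = 3 days compound exposure | benchmarks = positive control ellipticine, 6 µM final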
An asterisk follows results filed as active; ? = inconclusive; nt = not tested or not shown; & = joins results of further samples. An unsorted share of the library. Share with any hit: about 3.7%.

SMILES	CASP6 VEID inh	GSIS activator	F508del corr	DENV2 CPE	RAD52 inh	RAD54 inh	E-selectin induc	Xi reactivation
CN1C(=O)c2cccc(NC(=O)Cc3ccccc3)c2C1=O	0.3	33.7	0.6	-5.9	-12.9	-6.3	-1.5	-0.1
O=C(Nc1ccc(Br)cc1)c1csc(-c2ccncc2)n1	4.0	7.7	2.2	2.4	-7.1	nt	nt	0.2
CCN(c1ccccc1)S(=O)(=O)c1cc(C(=O)NCC(c2ccco2)N2CCCCC2)ccc1C (stereo not drawn)	-3.8	nt	-2.3	-7.8	-54.3	2.4	0.7	0.2
Cc1cc(SCC(=O)NC2CC2)nc2ccccc12	0.2	-2.5	0.7	1.1	-15.4	-9.0	nt	-0.2
Cc1ccccc1S(=O)(=O)N1[C@H](C#N)[C@H](c2ccc(C#CC3CCCCC3)cc2)[C@@H]1CO	0.4	1.5	-3.0	1.4	-13.5	-2.8	-0.5	-0.1
CCN(CC(=O)Nc1ccc(OC)cc1)CC(=O)Nc1sc2c(c1C(=O)OC)CCCC2	0.0	-31.3	-3.8	8.1	3.3	3.3	nt	-0.1
Cc1csc2ncc(C(=O)Nc3ccccc3Cl)c(=O)n12	-3.0	15.3	-2.5	9.9	-3.7	1.1	0.4	-0.1
COc1ccccc1CNC(=O)C1Cc2cc(S(=O)(=O)N3CCCC3)ccc2N1C(C)=O (stereo not drawn)	0.5	3.7	-1.2	1.2	-13.1	-2.7	nt	0.0
O=C(Nc1ccc(Cl)cc1Cl)c1ccc2c(=O)n3c(nc2c1)CCC3	8.2	0.2	-1.8	-1.5	-12.7	-9.7	nt	0.2
CCCNC(=O)NNC(=O)c1cc(-c2ccc3c(c2)OCO3)nc2ccccc12	2.4	34.0	4.2	-4.9	-16.3	-11.6	nt	0.0
COc1ccc(C(C)=O)cc1COC(=O)c1cccnc1SC	-9.7	-6.7	-2.3	5.5	-9.8	nt	4.6	0.0
COc1ccccc1C1=NC(c2ccc(C)cc2)N=C1C (stereo not drawn)	8.1	-4.2	-0.7	?	-11.2	nt	nt	0.1
COc1ccc(Cl)cc1C(=O)NNC(=S)NC(=O)/C=C/c1ccco1	7.6	-1.6	0.8	-3.6	-17.2	nt	3.9	0.0
Cc1ccc2nc(-c3ccccc3)nn2c1	-0.7	15.6	1.9	5.7	-5.5	-3.3	0.0	0.2
O=C(c1ccc(Cl)cc1)N1C2C=CC(C2)C1(C(F)(F)F)C(F)(F)F (stereo not drawn)	6.2	5.2	nt	0.8	-9.6	-11.9	-2.2	0.1
C=CCOC(=O)C1=C(C)NC(=O)NC1c1ccc(OCC)cc1 (stereo not drawn)	-0.4	4.9	0.5	-2.8	5.4	-1.9	nt	0.1
O=C(NCc1ccco1)/C(=C/c1ccco1)NC(=O)c1ccc(Br)o1	19.9	2.1	nt	?	-39.1	-9.8	-1.8	0.3
COc1ccccc1CNC(=O)COc1ccc(C)cc1	5.0	4.2	-2.4	-0.4	-11.8	-17.4	0.4	0.2
CCOc1ccc(C(=O)NCC(=O)NCCCn2nc(C)cc2C)cc1OCC	-0.1	9.2	-1.0	?	-5.4	-7.1	-1.3	-0.2
CC(=O)c1cc(CN2CCC(n3nccc3NC(=O)c3ccccc3C)CC2)cs1	-4.7	0.4	-1.4	-2.7	-9.1	-3.2	-0.3	0.1
C=Cn1cc(CNC[C@H]2O[C@@H](n3ccc(N)nc3=O)[C@H](O)[C@@H]2O)c(C)n1	-30.3	25.9	-3.8	5.4	-16.7	-6.9	-0.2	0.4
CCOC(=O)c1ccc(-c2ccc3ncnc(N(C)Cc4sccc4C)c3c2)o1	0.9	21.3	-1.2	-2.9	-12.1	5.8	0.3	0.0
COc1ccc(CNS(=O)(=O)c2cc3c4c(c2)CCN4C(=O)CC3)cc1	0.8	3.0	-3.4	-4.0	-7.3	nt	3.0	-0.2
CC(C)(C)C(=O)Nc1ncccc1C(O)c1cccc(C(F)(F)F)c1 (stereo not drawn)	-1.4	6.7	2.4	nt	2.6	nt	nt	0.0
C[C@H]1CCCCO[C@H](CN(C)C(=O)Nc2ccc(C(F)(F)F)cc2)[C@@H](C)CN([C@@H](C)CO)C(=O)c2cc(NC(=O)Nc3ccc4c(c3)OCO4)ccc2O1	-1.7	15.5	5.3	-0.6	-2.4	7.7	0.2	0.1
COc1cc2c3c(c1OC)-c1cc4c(cc1CC3(C#N)N(C(=O)c1ccccc1)CC2)OCO4 (stereo not drawn)	1.6	nt	1.1	0.3	-11.4	nt	0.0	-0.1
C=CCNC(=O)c1c(CSc2ccccc2)noc1C(=O)NCc1ccccc1	-1.0	-10.2	0.3	?	-6.9	3.2	0.0	-0.2
Cc1noc(C)c1S(=O)(=O)Nc1cccc2c1O[C@H](CN(C)S(=O)(=O)c1ccc(F)cc1)[C@H](C)CN([C@H](C)CO)C2=O	4.1	1.2	2.1	3.2	-94.9	1.4	1.4	-0.7
CCNC(=S)N1CCc2cc(OC)c(OC)cc2C1COc1ccccc1OC (stereo not drawn)	-0.6	13.0	0.0	12.1	-31.4	-0.3	0.5	-0.1
O=C(C[n+]1cc(Br)cc2ccccc21)c1ccc(F)cc1	-7.9	-44.1	2.8	-5.1	-39.7	-4.9	0.1	0.1
CC(C)NC(=O)N(C)C[C@@H]1Oc2ccc(NC(=O)C3CCCCC3)cc2C(=O)N([C@@H](C)CO)C[C@@H]1C	-1.1	6.8	-0.5	-2.5	4.1	-11.8	-0.2	0.2
Cc1ccc(S(=O)(=O)N2CCC3(CC2)OCCN3S(=O)(=O)c2c(C)cc(C)cc2C)cc1	0.7	12.6	-1.0	-8.9	-7.2	8.0	nt	0.2
CN(C)CC(=O)N[C@@H]1C[C@@H]2O[C@@H](CO)CC[C@@H]2O[C@@H]1CCc1ccc(C#Cc2ccccc2)cc1	3.1	nt	-0.5	-0.5	48.7	nt	nt	nt
CN(C)c1ccc(CN(C(=O)c2ccccc2Br)C2CCS(=O)(=O)C2)cc1 (stereo not drawn)	-8.7	23.6	-0.3	5.7	-4.0	-1.4	nt	0.0
CC(=O)NS(=O)(=O)c1ccc(NC(=O)CC(C)c2ccccc2)cc1 (stereo not drawn)	-0.4	6.7	0.3	2.5	-16.7	nt	-2.0	0.0
COc1ccc(NC(=O)CCc2ccccc2)cc1S(=O)(=O)N1CCOCC1	-2.8	1.1	0.3	-1.5	-1.0	-6.0	2.2	0.1
OC[C@@H]1CN(Cc2ccccc2)C[C@H](n2cnc3c(NCc4ccncc4)ncnc32)O1	-1.0	12.0	-2.8	?	-88.5	4.2	0.0	0.0
C[C@@H]1CN([C@H](C)CO)C(=O)Cc2cc(NC(=O)Cc3cn(C)c4ccccc34)ccc2O[C@H]1CN(C)S(=O)(=O)c1ccc(F)cc1	0.6	0.2	-1.2	-9.5	-2.2	3.8	1.1	-0.2
O=C(Oc1ccc2[nH]cc(CCN3C(=O)c4ccccc4C3=O)c2c1)c1ccco1	-0.5	-4.4	2.9	-4.0	7.4	nt	nt	nt
CNC[C@@H]1Oc2cc(-c3ccccc3OC)ccc2S(=O)(=O)N([C@@H](C)CO)C[C@H]1C	2.2	-2.8	-2.7	12.0	-11.9	-16.9	10.9	0.5
CC(C)CC1Nc2ncnc(N3CCN(c4ccccn4)CC3)c2N(Cc2ccc(Br)cc2)C1=O (stereo not drawn)	-1.6	6.6	8.3*	6.6	5.9	-6.2&5.5	1.5	0.0
CCc1nc2ccc(C(=O)Nc3cccc(NS(C)(=O)=O)c3)cn2c1N(C)C(=O)c1cccc(OC)c1	-0.6	-12.6	2.6	-4.1	-15.1	5.2	-0.2	0.2
Cc1ccc2c(c1)[C@H]1[C@H](CO2)[C@H](c2ccccc2)[C@]2(C)C(=O)Nc3cc(F)c(F)cc3C(=O)N12	11.8	-30.5	4.1	nt	-2.1	-8.7	0.4	0.0
N#C/C(=C(/O)c1cccc(F)c1)c1nc2ccccc2s1	-0.4	6.5	-3.6	-2.1	-11.6	nt	0.9	-0.1
Cc1cc2c(cc1S(=O)(=O)N(C)Cc1ccccc1)n(C)c(=O)c(=O)n2C	1.1	-11.0	4.6	14.8	-7.3	-3.8	0.0	0.0
S=c1nc(Cc2ccc(Cl)cc2)[nH]c2ccccc12	0.6	5.4	3.4	-0.3	-8.7	nt	nt	0.0
COc1ccc(-c2[nH]ncc2CN2CCC(C(=O)c3ccc(F)cc3)CC2)cc1	1.7	11.9	1.2	6.4	-4.5	nt	2.3	-0.1
C[C@H](CO)N1C[C@H](C)[C@H](CN(C)S(=O)(=O)c2ccccc2)Oc2ccc(NS(=O)(=O)c3ccccc3)cc2CC1=O	1.6	0.6	-2.7	-12.8	-10.3	6.2	0.5	0.2
O=C(c1ccc(F)cc1)c1cnc(Nc2ccccc2)s1	-2.4	2.2	-0.1	0.9	-26.6	nt	nt	0.0
O=C(NCCCN1CCCC1)c1ccc(CS(=O)(=O)c2ccc(Cl)cc2)o1	-5.5	5.3	-1.1	5.0	-18.0	-8.8	nt	0.1

Other records.
SMILES	CASP6 VEID inh	GSIS activator	F508del corr	DENV2 CPE	RAD52 inh	RAD54 inh	E-selectin induc	Xi reactivation
CC1(C)Cc2cccc(OCC(=O)OCC(=O)c3ccccc3)c2O1	-1.7	-14.5	-2.6	-8.9	-11.7	10.2	?	0.2
CC1CCN(c2nc(Cl)nc(Nc3ccc([N+](=O)[O-])cc3)n2)CC1	-1.5	-1.6	nt	-1.6	-12.7	nt	nt	0.6
COc1ccc(S(=O)(=O)N(Cc2cccnc2)Cc2cc3ccccc3[nH]c2=O)cc1	2.7	22.6	1.8	5.2	-13.1	1.8	nt	-0.1
O=c1n(Cc2ccccc2Cl)nc2n1-c1ccccc1SC2	-4.2	nt	0.7	-2.8	-0.2	nt	nt	0.0
C[C@H](NC(=O)c1nc[nH]c1C(=O)NC1CCN(C(=O)OC(C)(C)C)CC1)C(=O)OCc1ccccc1	3.9	-14.0	-0.9	0.1	-8.9	1.0	-0.2	0.3
C[C@@H](NC(=O)C[C@@H]1CC[C@H](NC(=O)Cc2ccccn2)[C@H](CO)O1)c1ccccc1	-2.0	7.8	1.4	-4.4	4.3	-5.7	0.5	0.1
COc1ccc(OC)c(S(=O)(=O)NCCCN2CCOCC2)c1	-11.9	nt	0.2	4.7	-0.1	-1.7	-0.5	0.0
O=C(COc1ccc([N+](=O)[O-])cc1)Nn1cnnc1	-2.8	2.5	0.8	-2.1	-2.3	nt	nt	0.0
COc1ccc(C)cc1N(CC(=O)NCCN1CCOCC1)S(=O)(=O)c1ccccc1	-0.3	18.1	0.0	-1.9	4.2	nt	-0.2	0.0
Cc1ccc(S(=O)(=O)Nc2ccc3c(c2)C(=O)N([C@H](C)CO)C[C@H](C)[C@H](CN(C)Cc2ccc(Oc4ccccc4)cc2)O3)cc1	nt	-3.1	2.0	nt	nt	nt	-0.1	0.0
Cc1cc([N+](=O)[O-])nn1CC(=O)Nc1cnc2ccccc2c1	2.6	-6.0	-1.6	10.4	-3.5	nt	nt	0.0
